Source: PubChem BioAssay (several laboratories)
HIV peptide binding: cell-free HIV fusion peptide-binding blockers – biochemical, uHTS, fluorescence dequenching, primary screen (AID 1986); cell-free peptide binding, fluorescence dequenching, 30 min; higher % means a stronger effect; inhibition, % at 20 µM; hits with a dose series show IC50 in µM; hit rate 0.3% among 290,000; in the data active = inhibition mostly above about 52%, no sharp cut-off; inactive = mostly below about 76%; note: some results filed as inactive read as strong as hits
MT stabilizer: microtubule stabilization, imaging screen. HeLa tubulin immunostaining HCS, 24 h; share of cells brighter than vehicle mean+2SD. % tubulin-high responders, % at 10 µM. hit rate 0.83% among 200,000. AID 2205;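 active = plate Z-score above 3 for both tubulin-high and condensed-nucleus cell shares, with cell loss under 80%, at 10 µM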;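 note: anti alpha tubulin signal scored within the nucleus-defined area of each cell; some results filed as inactive read as strong as hits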
Yfh1-depleted yeast: mitochondrial function rescue without frataxin homolog – Friedreich's ataxia, plus single-dose screen, dose response (AID 1465); S. cerevisiae Yfh1-off respiration, WST-1 reduction, 72 h; higher fold induction means a stronger effect; fold induction at 50 µM; hits with a dose series show EC50 in µM; hit rate 0.074% among 220,000;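 active = fold induction of absorbance versus untreated yeast above a set limit, then at least 30% activation at any dose in follow-up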;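 note: activators that raise dye reduction in frataxin-depleted yeast; strong numbers were not always called active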
Autophagy HCS: alters autophagy in cells; AID 463193; MEF GFP-LC3 puncta imaging; test concentration mostly 10 µM; hit rate 0.98% among 190,000; calls only at 10 µM (by protocol);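 active = percentage of spot-positive cells more than 3 SD above its plate mean, without a fluorescence outlier flag or 80% toxicity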;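 note: spot-positive cell cutoff set from DMSO-treated cells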
Insulin prom up: MIN6 insulin promoter up-regulation. MIN6 insulin promoter-GFP reporter, high-content imaging; hits give high values. z-score at 5 µM. hit rate 0.3% among 190,000;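 active = z-score above 3 at 5 µM with at least 500 cells counted in the well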
bCat nuc transl: alters nuclear translocation of beta-catenin in HeLa cells | immunofluorescence imaging | nuclear translocation activity, % at 5 µM | hit rate 0.3% among 190,000;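 active = nuclear translocation activity above 50% at 5 µM, with a well cell count of 50 or more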;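 note: per-cell ratio of nuclear to cytoplasmic median beta-catenin stain intensity; plate controls were DMSO negative control for no effect and GSK-3 inhibitor IX positive control for full effect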
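Signal – beta-catenin immunofluorescence imaging with DAPI · Test system – human HeLa cell line · Dosing – 5 µM primary single dose, 0.1% DMSO, 0.02–20 µM confirmation series · Measure – % activation, nuclear-to-cytoplasmic median beta-catenin signal ratio per cell · Incubation – 24 h compound exposure at 37°C, 5% CO2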
AID2073: disruptors of CaV2.2 binding to Mint1 – biochemical, HTRF (AID 2073) | HTRF protein-protein interaction, Mint1-CaV2.2; higher % means a stronger effect | one-dose inhibition, % at 20 µM; IC50 in µM for titrated hits | hit rate 0.19% among 290,000; in the data active = inhibition mostly above about 51%, no sharp cut-off; note: some results filed as inactive read as strong as hits
Dynein cargo inh: blocks dynein driven cargo transport along microtubules; z-score, hits read low; hit rate 0.47% among 220,000; AID 1381; 3617.4 mouse cells, GR-EGFP nuclear translocation imaging; test concentration mostly 20 µM; stimulated with dexamethasone, 1 µM; hits give low values;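 active = plate z-score of nuclear minus cytoplasmic receptor signal below a set negative limit, without overly bright fluorescence or cell loss, cut at about -3.5 in these data, passing the limit was not always enough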;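 note: z-score of nuclear minus cytoplasmic ring GR-EGFP intensity difference per well; some compounds called inactive have numbers as strong as hits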
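medium = tetracycline-free induction medium containing charcoal-stripped FBS | probe or stimulus = dexamethasone, 1.0 µM final | timing = 48 h induction, then 1 h compound, then 30 min agonist, 37 °C | detection = automated 10x imaging of fixed Hoechst-stained cells | read-out basis = nuclear versus cytoplasmic GR-EGFP signal, averaged per well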
WT yeast gro inh: growth inhibition of WT yeast, mitochondrial fusion screen | mitochondrial fusion phenotypic screen, WT strain | inhibition, % at 10 µM | hit rate 2.1% among 190,000 | AID 1362; in the data active = inhibition above about 58%; tested in S. cerevisiae
WT yeast gro inh mutant strain: second read-out of WT yeast gro inh, no call of its own (marks repeat the call); inhibition, %; mitochondrial fusion phenotypic screen, mutant strain inhibition
Dynein cargo inh cytoplasmic EGFP: recorded beside Dynein cargo inh, whose call it bears; z-score; measured here: cytoplasmic GR-EGFP intensity; hits give high values
Dynein cargo inh nuclear GR-EGFP: also measured in Dynein cargo inh; calls as there; z-score; measured here: nuclear GR-EGFP intensity;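 lower value marks the stronger effect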
Dynein cargo inh cell count: recorded beside Dynein cargo inh, whose call it bears; z-score; measured here: cell count per field
Insulin prom up cell count: second read-out of Insulin prom up, no call of its own (marks repeat the call); cell count; measured here: cytotoxicity, nuclei count;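 total cells summed across four imaged fields per well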
bCat nuc transl cell count 5 µM: also measured in bCat nuc transl; calls as there; cell count; measured here: cell count, cytotoxicity flag
MT stabilizer Hoechst-high %: second read-out of MT stabilizer, no call of its own (marks repeat the call); % Hoechst-high responders; measured here: nuclear condensation Hoechst responders;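 share of cells brighter than vehicle mean plus two SD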
MT stabilizer cytotoxicity %: recorded beside MT stabilizer, whose call it bears; toxicity, %; measured here: cytotoxicity by cell density;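 0% = mean cell density of plate MIN control wells and 100% = no cells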
Autophagy HCS cell loss 18 h: recorded beside Autophagy HCS, whose call it bears; toxicity, %; measured here: cell loss, nuclei count;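 cell loss after 18 h compound exposure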
Numbers without * were called inactive; i = inactive; · = no result given; + = active, no number.

SMILES	HIV peptide binding	MT stabilizer	MT stabilizer Hoechst-high %	MT stabilizer cytotoxicity %	Yfh1-depleted yeast	Autophagy HCS	Autophagy HCS cell loss 18 h	Insulin prom up	Insulin prom up cell count	bCat nuc transl	bCat nuc transl cell count 5 µM	AID2073	Dynein cargo inh	Dynein cargo inh cytoplasmic EGFP	Dynein cargo inh nuclear GR-EGFP	Dynein cargo inh cell count	WT yeast gro inh	WT yeast gro inh mutant strain
Cc1ccc(C(=O)N/N=C\c2ccccn2)cn1	2.3%	·	·	·	i	·	·	0.04	1327	4.5	1015	-13.4%	0.599	-0.242	0.366	-0.32	·	·
COc1ccc(NS(=O)(=O)c2ccc(N3CCCC3)c(NC(=S)Nc3cccc(S(=O)(=O)N(C)C)c3)c2)cc1	0.6%	4.7	1.3	15.8	i	i	3.4	0.32	1381	-1.0	1092	-4.9%	-0.134	-0.194	0.0253	1.29	31.7	19.8
COc1cc(OC)c(NC(C)C(=O)N2CCCC2)cc1Cl (stereo not drawn)	0.4%	3.5	4.3	11.3	i	i	-9.4	-0.31	1213	-1.3	1122	-14.6%	-0.306	-0.246	0.303	0.0599	-4.7	6.6
CCOc1ccc(C2CC(c3cccc(C)c3)n3ncnc3N2)cc1 (stereo not drawn)	0.2%	3.6	2.3	6.4	i	i	-10.0	0.9	835	·	·	-1.6%	-0.963	-0.225	-0.575	0.387	5.3	21.6
CCC1(CC)C(=O)NC(=O)NC1=Nc1cccc(OC)c1	4.0%	1.0	1.7	11.1	i	i	5.5	-0.03	1110	-4.9	958	5.4%	-0.242	-0.325	0.0623	0.516	22.2	13.4
COCCNCCCOc1ccc(C(C)(C)c2ccccc2)cc1	0.9%	3.1	2.0	1.4	i	i	-5.1	1.05	1299	·	·	-2.0%	0.0901	-0.277	0.221	-0.182	2.7	7.6
Cc1ccccc1N(CC(=O)N/N=C/c1ccc(N(C)C)cc1)C(=O)c1ccccc1	-4.4%	1.6	1.1	2.9	i	i	-8.4	1.34	883	2.5	1094	-13.7%	-1.26	-0.202	-0.383	0.225	0.9	-12.2
O=C(Nc1ccc(F)cc1)C(c1ccccc1)N1CCN(S(=O)(=O)c2ccc3ccccc3c2)CC1 (stereo not drawn)	0.6%	1.6	3.5	10.2	i	i	3.9	0.45	2225	0.3	921	9.7%	-0.0351	-0.225	0.00433	0.124	1.4	-6.5
Cc1onc(-c2ccccc2Cl)c1C(=O)N1CC(C)OC(C)C1 (stereo not drawn)	-2.3%	1.6	0.3	17.2	i	i	-4.1	1.11	1281	-3.6	1167	-5.1%	0.798	-0.19	0.7	0.238	-19.8	-1.9
OC(COc1c(F)cc(Br)cc1F)CN1CCN(c2ccc(F)cc2)CC1 (stereo not drawn)	2.4%	2.0	1.6	1.7	·	i	-3.8	-1.96	1251	-1.4	727	-0.2%	-0.491	-0.202	-0.226	1.03	42.5	59.5
CCC(CC)C(=O)N1CCN(c2ccccc2)CC1	1.4%	2.5	2.0	11.8	i	i	-4.9	-0.13	1406	0.3	1080	3.0%	0.139	-0.351	0.18	0.832	0.0	0.0
O=C1/C(=N\S(=O)(=O)c2cccs2)C([n+]2ccccc2)=C([O-])c2ccccc21	-1.7%	·	·	·	i	·	·	0.01	896	-0.7	1378	-8.5%	-0.646	-0.276	0.249	0.999	·	·
Fc1ccccc1-c1nc(N2CCCCC2)c2ccccc2n1	-1.3%	2.8	2.8	8.6	i	i	2.5	0.28	1457	0.1	1089	8.9%	1.31	-0.202	0.632	-0.517	14.4	12.8
CC(=O)C1=C(C)NC(C)=C(C(C)=O)C1c1cn(-c2ccccc2)nc1-c1cccs1	0.1%	4.2	2.3	3.2	i	i	-5.9	0.04	931	0.7	1148	-2.2%	-0.174	-0.0201	-0.285	0.182	0.6	-10.1
CC(C)NC(=O)NC(=O)CSc1nncn1C	0.1%	1.6	0.8	3.9	i	i	28.2	1.12	940	-1.0	1108	-1.2%	0.0521	-0.209	0.426	0.493	8.0	13.2
COc1ccc(/C=C(\C#N)C(=O)C(C)(C)n2cncn2)cc1	-0.2%	3.1	1.8	2.2	i	i	3.4	·	·	0.3	1540	0.4%	-0.479	-0.098	-0.1	0.706	-2.6	-7.0
Cc1nn(-c2ccccc2)c(N2CCCC2)c1/C=C1\N=C(c2ccc(F)cc2)OC1=O	3.6%	2.0	1.7	5.2	i	i	3.1	-0.03	1413	2.4	531	18.4%	-1.57	0.0397	-1.11	0.594	20.5	-6.7
Cc1nc(N2CCOCC2)nc(OC(C)C)c1[N+](=O)[O-]	-1.7%	5.3	3.8	15.7	i	i	-5.1	-0.32	1382	0.5	965	-1.3%	-0.159	-0.253	-0.0373	0.827	-30.4	-3.4
O=c1c2ccccc2nc(-c2ccc(Cl)c(Cl)c2)n1O	4.9%	1.4	1.6	4.8	i	i	8.8	-0.87	866	·	·	5.0%	-0.168	-0.532	0.0809	0.491	-10.9	-2.1
Cc1ccc(CCC(=O)Nc2nccs2)o1	-1.7%	2.4	2.7	2.1	i	i	-3.8	0.97	1100	-1.7	930	-4.1%	-0.106	-0.189	0.12	-0.0166	-8.8	-14.2
CCn1c(=O)cc(SCC(=O)NCC2CCCO2)c2ccccc21 (stereo not drawn)	-0.8%	4.1	2.2	27.1	i	i	-0.9	1.26	1998	0.2	1061	11.5%	2.34	-0.256	1.65	-1.93	1.1	15.4
CC(C)C(NC(=O)COc1ccccc1)C(=O)O (stereo not drawn)	-2.0%	2.0	1.7	8.3	i	i	-7.1	-0.12	952	-4.9	1187	3.9%	0.722	-0.23	0.603	0.97	13.0	19.1
COC(=O)CC/C(O)=C1/C(=N)CC(C)(C)CC1=O	-1.0%	1.3	1.1	5.2	i	i	-4.5	0.61	905	2.1	978	2.4%	-0.476	-0.0891	-0.158	1.59	0.4	0.7
Cc1ccc(NC(=S)N(C)N)cc1Cl	-0.5%	2.3	2.5	8.6	i	i	21.4	-0.28	1491	0.9	1508	-9.9%	-0.794	-0.185	-0.0552	0.654	2.6	19.1
O=C(NCc1ccco1)C(=O)c1c[nH]c2ccccc12	-1.3%	4.4	1.7	20.2	i	i	2.6	0.09	1674	-0.9	927	3.8%	-0.44	-0.284	0.51	-0.0489	1.9	-6.1

Continuation:
SMILES	HIV peptide binding	MT stabilizer	MT stabilizer Hoechst-high %	MT stabilizer cytotoxicity %	Yfh1-depleted yeast	Autophagy HCS	Autophagy HCS cell loss 18 h	Insulin prom up	Insulin prom up cell count	bCat nuc transl	bCat nuc transl cell count 5 µM	AID2073	Dynein cargo inh	Dynein cargo inh cytoplasmic EGFP	Dynein cargo inh nuclear GR-EGFP	Dynein cargo inh cell count	WT yeast gro inh	WT yeast gro inh mutant strain
CC(C)NC(=O)c1cc(-c2cccs2)on1	-1.4%	1.9	2.1	7.2	i	i	-3.9	·	·	-3.9	1236	-8.7%	-0.393	-0.347	-0.185	-0.0825	-10.8	-35.6
Cc1nc(C)c(C(=O)C2=C(O)C(=O)N(CCCn3ccnc3)C2c2ccc(Cl)cc2)s1 (stereo not drawn)	-1.1%	3.4	2.8	7.8	i	i	1.4	0.1	1435	2.5	1439	8.2%	-0.0415	0.263	-0.235	0.143	-8.2	-10.7
CCSc1nnc(NS(=O)(=O)c2ccc(OC)cc2)s1	2.7%	3.2	2.9	5.7	i	i	12.4	-0.56	1232	0.9	1048	-7.2%	-0.378	-0.316	0.289	0.337	-13.6	11.1
COc1cccc(/C=c2/s/c(=C(\C#N)C(=O)N3CCOCC3)n(-c3ccccc3)c2=O)c1	-0.4%	2.4	2.1	2.7	i	i	-2.0	0.29	1350	-5.1	1373	5.9%	-0.51	-0.2	-0.916	0.877	-3.0	-3.3
CN(C)c1nc(N)c([N+](=O)[O-])c(NCC2CCCO2)n1 (stereo not drawn)	1.9%	·	·	·	i	·	·	-1.93	1137	-0.2	1368	2.5%	-0.203	0.0247	-0.0885	0.973	·	·
CCc1nc2ccccc2c(C(=O)OCC(=O)NC(=O)c2cccn2C)c1C	2.0%	·	·	·	i	·	·	0.7	1417	-3.0	1216	3.7%	-0.0517	-0.233	0.132	-0.0505	·	·
COc1ccc(-c2nc(C=O)cs2)cc1	2.6%	·	·	·	i	·	·	0	1075	-1.3	1302	21.1%	-0.701	-0.217	0.0549	0.667	·	·
CN(C(=O)c1cccs1)c1ccc(OCC(=O)Nc2ccc(C(=O)O)cc2)cc1	-1.2%	·	·	·	i	·	·	-0.34	1038	-0.5	1324	-3.4%	-0.351	-0.255	-0.275	0.192	·	·
CC1=CC(=C2C(=O)c3ccccc3C2=O)C=C(C)N1C	-2.1%	5.0	5.1	6.2	·	i	-4.4	-0.16	1307	1.2	1417	-14.6%	0.814	-0.255	0.451	-0.566	10.2	5.7
Cc1ccc(C(=O)OCC(=O)NCc2cccs2)cc1C	0.6%	3.2	4.0	7.8	i	i	-2.1	-0.29	1383	-4.0	1160	-3.4%	-0.488	-0.14	0.147	-0.93	10.2	6.0
Cc1cccc2cc(C(c3nnnn3Cc3ccccc3)N3CCCc4ccccc43)c(=O)[nH]c12 (stereo not drawn)	-2.8%	3.3	1.9	7.3	i	+	-2.4*	·	·	·	·	47.4%	1.41	-0.0611	0.701	-0.664	-4.0	3.2
COC(=O)C1(C(=O)OC)NOC2C(=O)N(N(C)c3ncc(C(F)(F)F)cc3Cl)C(=O)C21 (stereo not drawn)	0.7%	2.4	2.5	10.0	i	i	19.3	-0.06	1366	0.2	1111	-5.5%	-1.22	-0.199	-0.666	0.675	-10.3	-3.3
COc1ccc2ccccc2c1C1CC(=O)N2CN(C3CCCCC3)CSC2=C1C#N (stereo not drawn)	-0.7%	2.4	3.4	3.4	i	i	16.0	0.39	921	·	·	·	-0.198	-0.112	-0.0308	-0.303	7.9	2.6
